From PubChem BioAssay
MLLE-PAM2 inh: blocks PAM2 peptide binding to the PABP1 MLLE domain; inhibition, % at 20 µM; 360,000 compounds, 0.36% hits; GST-MLLE / FITC-PAM2 fluorescence polarization; P11940; in the data active = inhibition above about 35%, passing the limit was not always enough;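 also: plate controls were DMSO wells with GST-MLLE for no effect and wells lacking GST-MLLE protein for full effect; some results filed as inactive read as strong as hits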
DNMT1 inh: blocks human DNA methyltransferase DNMT1; AID 588458; inhibition (reported as % activation of signal), % at 10 µM; P26358; 360,000 compounds, 0.83% hits; DNMT1 molecular beacon, Hinp1I cleavage, fluorescence; in the data active = inhibition above about 50%
SUMO1-SIM PPI: alters human SUMO1 binding to SIM partners. SUMO1 binding to a labelled peptide, TR-FRET, 1 h. P63165. inhibition, % at 20 µM. 360,000 compounds, 0.33% hits; in the data active = inhibition above about 37%
STEP block: blocks human striatal-enriched tyrosine phosphatase; P54829; recombinant STEP, OMFP fluorogenic substrate, fluorescence; inhibition, % at 20 µM; 360,000 compounds, 0.25% hits; AID 588621;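 active = inhibition at 20 µM, scaled per plate between control wells, above about 37%, limit read from the data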;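 also: 0% = DMSO with enzyme and substrate and 100% = substrate only without enzyme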
Target sequence (P54829 whole entry, looked up): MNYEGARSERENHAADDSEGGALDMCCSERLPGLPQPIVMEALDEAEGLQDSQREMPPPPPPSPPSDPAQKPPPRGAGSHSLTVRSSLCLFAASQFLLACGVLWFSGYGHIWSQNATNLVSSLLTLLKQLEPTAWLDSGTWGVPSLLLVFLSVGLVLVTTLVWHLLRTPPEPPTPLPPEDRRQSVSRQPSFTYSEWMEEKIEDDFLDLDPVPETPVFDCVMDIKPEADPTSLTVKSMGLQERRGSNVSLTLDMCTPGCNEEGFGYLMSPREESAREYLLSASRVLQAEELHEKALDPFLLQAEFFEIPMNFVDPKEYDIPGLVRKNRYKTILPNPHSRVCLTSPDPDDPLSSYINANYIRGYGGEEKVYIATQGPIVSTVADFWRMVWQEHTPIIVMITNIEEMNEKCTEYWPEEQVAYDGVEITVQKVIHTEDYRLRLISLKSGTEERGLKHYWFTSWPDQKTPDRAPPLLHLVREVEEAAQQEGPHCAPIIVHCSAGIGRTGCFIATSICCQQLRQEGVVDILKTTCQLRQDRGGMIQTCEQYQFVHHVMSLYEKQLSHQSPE
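Measure: Control-normalized % inhibition with plate pattern correction | Test system: STEP phosphatase, cell-free reaction | Medium: pH 6.0 Bis-Tris with DTT and Tween 20 | Technique: Fluorescence, 480/540 nm | Times: Reaction 20 min, ambient temperature | Doses: Single compound dose of 20 µM, 1% DMSO final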
NadD block: NadD (S. aureus) enzyme inhibition; purified NadD enzyme, colorimetric absorbance read-out; inhibition, % at 20 µM; 360,000 compounds, 0.78% hits; in the data active = inhibition above about 26%; also: some compounds past the cut are filed as inactive
CSN deneddyl inh: inhibitors of human CSN-mediated cullin deneddylation; Q92905; Purified CSN, SCF-Nedd8-OG deneddylation, fluorescence polarization; inhibition, % at 12.5 µM; 360,000 compounds, 0.38% hits;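 active = pattern-corrected inhibition above about 35%, with an unprinted fluorescence ratio check between 0.5 and 1.5, limit read from the data, passing the limit was not always enough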;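 also: 0% = enzyme with substrate and 100% = substrate without enzyme; some results filed as inactive read as strong as hits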
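Test system: purified human Csn5 enzyme expressed in HEK293T cells. Amount: 0.24 nM enzyme. Reagent: SCFSkp2-Nedd8OG substrate at 10 nM final. Schedule: 90 min incubation of compound, enzyme and substrate at room temperature. Detection: fluorescence polarization. Read-out: % inhibition of substrate cleavage by Csn5.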
Scp1 inh: blocks human Scp-1 phosphatase activity. AID 493091. inhibition, % at 20 µM. 340,000 compounds, 0.88% hits. Recombinant Scp1, phosphopeptide, malachite green phosphate absorbance. Q9GZU7;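 active = inhibition above about 50% at 20 µM, limit read from the data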;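 also: plate controls were DMSO wells with enzyme for no effect and wells lacking enzyme for full effect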
Target sequence (Q9GZU7 76-261 limits assumed): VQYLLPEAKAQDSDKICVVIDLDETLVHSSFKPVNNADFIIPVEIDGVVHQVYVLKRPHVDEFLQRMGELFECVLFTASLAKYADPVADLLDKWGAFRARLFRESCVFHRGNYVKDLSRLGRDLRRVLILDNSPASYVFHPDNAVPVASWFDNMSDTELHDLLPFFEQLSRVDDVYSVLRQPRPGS
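assay system = SCP-1 phosphatase catalytic domain, residues 76-261 | buffer or medium = 50 mM Tris acetate pH 5.5, 0.005% Tween-20, 10 mM MgCl2 | incubation = enzyme reaction 45 min at room temperature, colour 5 min, stabilisation 30 min | signal = Phosphate-binding colour reagent, absorbance read at 630 nm | measure = % inhibition at 20 µM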
LMPTP block: LMPTP (human) inhibition; recombinant LMPTP-A, OMFP fluorogenic substrate, fluorescence intensity; inhibition, % at 20 µM; 360,000 compounds, 0.22% hits; AID 651560;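 active = compounds that cut the enzyme signal by at least half of the control window in the single-dose screen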;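 also: plate controls were DMSO wells with enzyme plus substrate for no effect and substrate without enzyme for full effect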
Target sequence (P24666 whole entry, looked up): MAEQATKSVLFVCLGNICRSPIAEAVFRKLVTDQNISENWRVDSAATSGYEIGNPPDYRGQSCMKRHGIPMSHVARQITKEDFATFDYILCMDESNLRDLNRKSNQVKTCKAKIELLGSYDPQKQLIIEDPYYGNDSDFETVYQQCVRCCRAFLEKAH
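Test system – LMPTP-A phosphatase enzyme · Quantity – 0.625 nM LMPTP-A final · Reagent – OMFP substrate, 400 µM final · Dosing – one test concentration per compound, 20 µM, with 3% DMSO overall · Timing – 50 min enzyme reaction at room temperature, protected from light · Detection – fluorescence intensity · Controls – substrate-only low control, DMSO enzyme-plus-substrate high control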
Tb MetRS inh: Trypanosoma brucei MetRS inhibition. 360,000 compounds, 0.4% hits. purified T. brucei MetRS, ATP depletion, Kinase-Glo luminescence. inhibition, % at 11.9 µM;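 active = inhibition above a per-plate cutoff of the control wells' mean inhibition plus 3 SD, cut at about 5.5% in these data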;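 also: 0% = DMSO wells median and 100% = median of wells with control inhibitor compound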
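Test system: purified T. brucei MetRS enzyme. Also added: ATP, methionine and E. coli bulk tRNA substrates. Compound: 11.9 µM single point. Schedule: 15 min enzyme-compound preincubation, 2 h reaction, 10 min detection, 25 °C. Signal: luciferase luminescence of residual ATP, Kinase-Glo. Evaluation: percent inhibition versus plate control medians. Controls: DMSO wells, low control.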
Rpn11 inh: Rpn11 (human) deubiquitinase inhibition; AID 588493; O00487; human 26S proteasome, Ub4-pepOG fluorescence polarization; 20S core pre-blocked with epoxomicin; calls only at 20 µM; 360,000 compounds, 0.59% hits;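 active = inhibition at 20 µM, scaled to each plate's controls, above about 33%, limit read from the data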
An asterisk follows results filed as active; i = inactive; / = no result given.

SMILES | MLLE-PAM2 inh | DNMT1 inh | SUMO1-SIM PPI | STEP block | NadD block | CSN deneddyl inh | Scp1 inh | LMPTP block | Tb MetRS inh | Rpn11 inh
CSc1ccccc1C(=O)C1CCCN(C(=O)c2cccc(Cn3cccn3)c2)C1 (stereo not drawn) | 11 | 1 | -1 | -2 | 3 | 7 | / | 0.9 | 0.1 | i
COc1cccc(Nc2nc(C)cc(C)c2C(N)=O)c1 | 7 | -3 | 1 | 0 | 1 | -3 | 6 | -1.2 | -1.5 | i
CC(C)[C@@H](CO)NC(=O)c1ccc2c3n(nc2c1)-c1ccc(Cl)cc1CO3 | -23 | 3 | -26 | 0 | -2 | 96 | 1 | -0.7 | -0.3 | i
CCCn1c(=O)c(C(=O)N/N=C/c2ccc(F)cc2)c(O)c2ccccc21 | -4 | 9 | -2 | 1 | 20 | 7 | -15 | -2.4 | 0.2 | i
CNc1cc(-c2cc(OC)ccc2OC)ncn1 | 1 | 2 | -2 | -2 | 6 | -2 | / | 0.1 | 0.4 | i
CC(C)c1ccc(Nc2ncccc2C(=O)O)cc1 | -4 | 0 | 0 | -1 | -2 | -1 | -5 | -0.3 | -0.8 | i
CN(CC(=O)Nc1cccc(F)c1)C(=O)c1cccc(-n2cccc2)c1 | -14 | 91* | 15 | 0 | 4 | 30 | 77* | 8.1 | -0.2 | i
CC1CCN(CCCn2c(SCC(=O)NC3CCCC3)nc3ccccc3c2=O)CC1 | -7 | 0 | 1 | -2 | -9 | 4 | -8 | 0.6 | -0.6 | i
O=C(NCc1n[nH]c(=S)n1Cc1ccccc1)c1ccccc1 | 1 | 1 | -3 | -2 | 2 | -1 | 3 | -1.2 | -0.7 | i
CCOC(=O)c1c(C)c(C(=O)Nc2ccc3c(c2)OCCO3)c(C)n1CC | -6 | -4 | 4 | 1 | -2 | 0 | -2 | -1.0 | 0.1 | i
Cc1ccc(N2CC(C(=O)NCCC(C)C)CC2=O)cc1 (stereo not drawn) | 4 | -2 | 1 | -4 | -4 | 1 | 0 | -0.9 | -0.6 | i
CC(=O)Nc1nc2ccc(S(=O)(=O)N3CCCC3)cc2s1 | -2 | -1 | 3 | -2 | -3 | 3 | -2 | -0.7 | 0.2 | i
Cc1ccsc1CN(C)CC(=O)NCC(=O)Nc1ccc(F)cc1 | -1 | 1 | -2 | -1 | -4 | -1 | -3 | -0.4 | -0.5 | i
C#CC1(O)CCC2C3CCC4=C(CCC(=O)C4)C3CCC21C (stereo not drawn) | 16 | 0 | 2 | 0 | -3 | -1 | -5 | 0.6 | 0.0 | i
COc1ccc(C(C)=O)cc1CN1C(=O)NC2(CCCCC2C)C1=O (stereo not drawn) | 0 | -5 | -2 | -2 | -5 | -9 | -10 | -0.3 | -1.6 | i
O=C(NCCO)c1ccc2c3n(nc2c1)-c1ccc(Cl)cc1CO3 | -26 | 1 | -23 | -2 | -2 | 97 | -8 | 0.2 | -0.4 | i
CC(C)(C)OC(=O)N1O[C@H]2CC1[C@@H]1[C@@H]2N=NN1CCc1ccncc1 | -1 | 5 | 2 | -2 | -2 | -2 | 4 | -0.9 | 0.3 | i
COc1ccccc1C(O)c1ncc(-c2ccccc2C)[nH]1 (stereo not drawn) | 6 | 2 | 0 | -2 | -1 | 2 | / | 2.2 | -0.1 | i
CN1CCN(c2nc(C#N)cc(-c3ccccc3)n2)CC1 | 0 | 1 | -8 | -3 | -2 | 0 | -4 | -1.7 | -0.5 | i
Cc1cccc(NC(=O)Nc2ccc(OCc3ccccc3)cc2)n1 | -1 | 3 | -6 | 1 | -2 | -8 | -6 | -1.2 | -1.1 | i
COc1ccc(C(=O)N2CCN(Cc3ccc4c(c3)OCO4)CC2)cc1OC | -6 | 3 | 3 | 0 | 2 | -1 | -4 | -1.3 | -0.2 | i
O=C(NC1CCCCC1)c1cc(F)cc2c1OCOC2 | -9 | -5 | -2 | 1 | 3 | -2 | -6 | 0.3 | -0.4 | i
COc1ccc(N2CCN(C(=O)CSc3nnc4c(C)cc5ccccc5n34)CC2)cc1 | -21 | 0 | 4 | 1 | 4 | 1 | -2 | -0.8 | -0.2 | i
CCOc1ccc(/C(O)=C2/C(=O)C(=O)N(c3ccccn3)C2c2ccc(F)cc2)c(C)c1 (stereo not drawn) | 4 | 1 | -10 | 4 | 13 | 2 | -12 | -0.3 | -0.1 | i
O=C(C1CCCN(Cc2ccc([N+](=O)[O-])cc2)C1)N1CCCCC1 (stereo not drawn) | 2 | 0 | -25 | 0 | -1 | -4 | -11 | -2.3 | 0.2 | i
CC(C)C[C@@H](CSc1ccc(Br)cc1)N1CCN(CCc2ccccc2)CCC1=O | -6 | 2 | 4 | 4 | 5 | 2 | 8 | 10 | -0.3 | i
CCOc1ccc(N(CC(=O)NCCSCc2ccccc2Cl)S(C)(=O)=O)cc1 | 4 | 0 | 7 | -2 | -8 | 0 | -11 | 0.5 | -0.1 | i
CC1(C)CC(=O)C(N=Nc2c(Cl)cc(Cl)cc2Cl)=C(O)C1 | 4 | 12 | -11 | 2 | -6 | -11 | -5 | -0.7 | -0.8 | i
N#Cc1cc(Oc2ccc(Cl)cc2)c(N2CCOCC2)cc1C#N | 1 | -3 | 15 | -2 | -1 | 2 | -4 | 0.5 | 0.7 | i
CN(C)S(=O)(=O)c1ccc(NC(=O)CN2CCN(c3ccccn3)CC2)cc1 | -13 | 0 | 2 | 5 | -2 | -6 | -2 | 1.2 | -0.2 | i
COCc1cc(=O)c2ccccc2o1 | -8 | 1 | -2 | 2 | -1 | -9 | -2 | -0.6 | -0.2 | i
CN(C(=O)c1cc(COc2c(F)cccc2F)on1)C1CCOC1 (stereo not drawn) | -3 | 1 | 4 | 0 | -3 | 2 | -7 | -2.1 | 0.1 | i
Cc1occc1C(=O)NC(C)C12CC3CC(CC(C3)C1)C2 (stereo not drawn) | -5 | 2 | -10 | 1 | -1 | -18 | 3 | 0.5 | -0.2 | i
C[C@@H]1CN([C@H](C)CO)C(=O)CCCn2cc(nn2)CO[C@H]1CN(C)S(=O)(=O)c1ccccc1C#N | 13 | 4 | 4 | 3 | -6 | -3 | / | -2.1 | 1.0 | i
CCCCn1c(N)c(N(CCOC)C(=O)COc2ccc(OCC)cc2)c(=O)[nH]c1=O | 2 | 4 | 3 | -1 | 1 | 2 | -11 | -0.4 | 0.0 | i
O=S(=O)(c1cccs1)N1CCN(Cc2nc3ccccc3s2)CC1 | -2 | -3 | -3 | 4 | -6 | -2 | 3 | 0.6 | -0.9 | i
O=C(O)CSC(C(=O)Nc1ccc(C(F)(F)F)cc1)c1ccccc1 (stereo not drawn) | -2 | -5 | -3 | -2 | -5 | 2 | -14 | -0.4 | 0.6 | i
COc1ccc(CN2CC(C(=O)NCCN3CCOCC3)CC2=O)cc1 (stereo not drawn) | 1 | -1 | -3 | 0 | -2 | -4 | -7 | -0.8 | -0.8 | i
CCOc1ccccc1NC(=O)c1nnn(CC(=O)Nc2ccc3c(c2)OCO3)c1N | 10 | 1 | -1 | -2 | -5 | -3 | -5 | -0.6 | -0.3 | i
Cn1cnnc1Sc1cc(N2CCN(S(=O)(=O)c3ccc4ccccc4c3)CC2)ccc1[N+](=O)[O-] | -8 | -9 | -8 | 9 | 16 | 20 | -7 | 3.7 | 0.0 | i
O=C(O)c1ccc(Cl)c(S(=O)(=O)Nc2ccc(S(=O)(=O)Nc3cccc(Cl)c3)cc2)c1 | 2 | 1 | 9 | -1 | 1 | -3 | 5 | -1.9 | -1.0 | i
CCC(C)NC(=O)c1ccccc1NC(=O)CN1C(=O)c2ccccc2S1(=O)=O (stereo not drawn) | -8 | 1 | 0 | 2 | -2 | -5 | -3 | -2.3 | -0.3 | i
CC(=O)COC(=O)C1CC(=O)N(c2ccc(C)c(C)c2)C1 (stereo not drawn) | -6 | 0 | -5 | -2 | -3 | -4 | 1 | -1.0 | -0.6 | i
O=C(COc1ccccc1Cl)N1CCN(c2ccc(F)cc2)CC1 | -2 | 1 | -1 | 5 | -1 | 2 | -8 | -1.2 | -1.2 | i
Cc1occc1-c1nnc(SCC(=O)N2CCOCC2)n1CC(C)C | 2 | 2 | 0 | 0 | -1 | -5 | -10 | 0.2 | 0.4 | i
Cn1c(=O)[nH]c(=O)c2[nH]c(CN3CCN(Cc4ccccc4)CC3)nc21 | -4 | 4 | 1 | 4 | 1 | 1 | -12 | -2.3 | 0.2 | i
CC(=O)NC(=S)Nc1ccccc1C(=O)Nc1ccccc1 | 32 | 3 | -2 | -2 | 0 | -8 | 1 | -0.9 | -1.1 | i
CC1(c2cccc(Br)c2)NC(=O)N(CC(=O)Nc2ccc(S(N)(=O)=O)cc2)C1=O (stereo not drawn) | -25 | -3 | 11 | -3 | 3 | -1 | -3 | -1.6 | -0.7 | i
COCCNc1ncnc2c1ncn2[C@H]1CN(CCOC)C[C@@H](CO)O1 | -1 | 1 | 5 | -1 | -7 | -2 | / | -2.4 | 0.6 | i
N#CCOc1ccccc1CNC[C@H]1O[C@@H](n2cnc3c(=O)[nH]c(N)nc32)[C@H](O)[C@@H]1O | 11 | 3 | 5 | 0 | 1 | 7 | / | -1.1 | 0.1 | i
CCCCCCCCCCOC(=O)Cn1c(COc2ccccc2OC)[n+](C)c2ccccc21 | -7 | 22 | -130 | 7 | 12 | -4 | 13 | -0.4 | -1.0 | i
